OXTR potentiator: potentiates the human oxytocin receptor response | P30559 | CHO-OTR cells, Fluo-8 calcium fluorescence, potentiator mode; 0% = oxytocin EC15, 100% = EC100 | activation, % at 3 µM | AID 2445 | hit rate 0.061% among 320,000;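 active = activation above that plate's cutoff, the mean activation of tested compounds plus 3 SD, cut at about 6.6% in these data, passing the limit was not always enough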;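 note: 100% uses oxytocin at 75 nM as the full agonist control; some results filed as inactive read as strong as hits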
Target sequence (P30559 whole entry, looked up): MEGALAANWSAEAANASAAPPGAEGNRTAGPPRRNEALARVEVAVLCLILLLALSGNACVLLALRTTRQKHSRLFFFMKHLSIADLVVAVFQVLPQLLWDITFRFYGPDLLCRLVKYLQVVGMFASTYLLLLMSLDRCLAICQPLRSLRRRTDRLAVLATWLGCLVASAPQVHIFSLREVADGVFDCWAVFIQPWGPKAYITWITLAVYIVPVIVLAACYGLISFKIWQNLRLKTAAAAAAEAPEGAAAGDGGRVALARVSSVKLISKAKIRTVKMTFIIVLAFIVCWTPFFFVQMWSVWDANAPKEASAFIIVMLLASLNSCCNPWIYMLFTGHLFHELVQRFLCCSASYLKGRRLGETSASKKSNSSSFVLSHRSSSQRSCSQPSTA
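assay system = CHO-OTR cells, human receptor | schedule = compound 6 min at room temperature before oxytocin, 100 s read | detection = Fluo-8 intracellular calcium fluorescence, ex 470-495, em 515-575 nm | evaluation = normalized max/min fluorescence ratio, % activation | control set = EC15 oxytocin alone as 0%, 75 nM oxytocin (EC100) as 100%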
CHO-K1 Ca ag: counter-screen for M1 agonists: effect in parental CHO-K1 cells; Fluo-8 calcium fluorescence; scaled to maximal ATP response, vehicle zero; activation, % at 3 µM; hit rate 0.48% among 360,000; AID 602248; in the data active = activation above about 15%;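 note: untransfected CHO-K1 host cells lacking M1 receptor as counterscreen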
CHO parental Ca: signal in parental CHO cells, OX1R antagonist counter-screen | parental CHO-K1, ATP-induced calcium, Fluo-8 fluorescence | inhibition, % at 5.6 µM | hit rate 0.63% among 330,000 | AID 463079;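 active = inhibition above that plate's mean sample inhibition plus 3 SD, cut at about 26% in these data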;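 note: 0% = ATP-challenged DMSO wells and 100% = DMSO wells without ATP; some compounds past the cut are filed as inactive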
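Test system: parental CHO cells; detection: calcium-sensitive Fluo-8 fluorescence; evaluation: percent inhibition of calcium signal; also added: ATP as calcium-mobilizing challenge; repeats: one well per compound; control set: ATP-challenged DMSO wells low, unchallenged DMSO wells high; compound: single nominal dose of 5.6 µM per compound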
M1 ag: human M1 muscarinic receptor agonism; hit rate 0.33% among 360,000; CHO-K1 hM1, Fluo-8 calcium fluorescence, agonist mode; 0% DMSO, 100% acetylcholine EC100; P11229; activation, % at 3 µM;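 active = activation above the run's mean compound activation plus 3 SD, cut at about 16% in these data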;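 note: peak over basal fluorescence ratio within a 140 s kinetic read after compound addition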
Target sequence (P11229 whole entry, looked up): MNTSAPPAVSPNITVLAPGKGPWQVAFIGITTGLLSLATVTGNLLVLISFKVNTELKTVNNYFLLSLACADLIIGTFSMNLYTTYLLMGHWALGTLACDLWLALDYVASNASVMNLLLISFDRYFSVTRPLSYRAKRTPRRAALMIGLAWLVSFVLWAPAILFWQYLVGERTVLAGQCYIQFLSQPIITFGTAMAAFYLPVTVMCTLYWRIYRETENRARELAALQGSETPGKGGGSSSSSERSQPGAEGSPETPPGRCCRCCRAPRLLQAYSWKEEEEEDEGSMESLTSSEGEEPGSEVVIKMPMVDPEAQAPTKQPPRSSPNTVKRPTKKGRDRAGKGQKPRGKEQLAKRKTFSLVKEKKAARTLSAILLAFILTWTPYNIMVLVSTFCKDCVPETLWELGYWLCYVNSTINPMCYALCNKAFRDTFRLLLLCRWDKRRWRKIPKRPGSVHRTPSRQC
CHO-K1 Ca PAM: counter-screen for M1 PAMs: effect in parental CHO-K1 cells; ATP EC20, Fluo-8 calcium fluorescence; 0% at ATP EC20, 100% at ATP max; activation, % at 3 µM; hit rate 0.02% among 360,000; AID 602247;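 active = activation above the run cutoff, the mean activation of all test compounds plus 3 SD, cut at about 40% in these data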;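 note: peak over basal fluorescence ratio in a 140 s read after ATP addition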
CHRM1 antagonist: blocks human M1 muscarinic receptor. AID 588852. hit rate 1.3% among 360,000. inhibition, % at 3 µM. CHO-K1 hM1, Fluo-8 calcium fluorescence, ACh EC80 antagonist;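 active = percent inhibition above its own plate's cutoff, namely the mean of that plate's compound wells plus 3 SD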;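 note: peak over basal fluorescence ratio during 140 s after agonist addition; 0% = ACh EC80 plus DMSO and 100% = DMSO alone without agonist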
TAAR1 antagonist: human TAAR1 antagonism; inhibition, % at 3 µM; hit rate 1.5% among 360,000; AID 624466; CHO RD-HGA16 TAAR1, Fluo-8 calcium fluorescence, antagonist;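 active = inhibition above a per-plate cutoff, the mean inhibition of test compounds on that plate plus 3 SD, cut at about 49% in these data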;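 note: 0% = DMSO plus EC80 beta-PEA response and 100% = DMSO alone without agonist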
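Test system – hTAAR1-expressing CHO RD-HGA16 cells, Gα16-coupled · Reagent – β-PEA at EC80 concentration, post-compound challenge · Compound dosing – 3 µM, single point · Timing – 140 s kinetic read after compound, 140 s after agonist · Detection – Fluo-8 intracellular calcium dye fluorescence, real-time kinetic reads · Control set – DMSO and EC80 PEA controls · Repeats – n of 1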
TAAR1 agonist: human TAAR1 agonism; CHO RD-HGA16 TAAR1, Fluo-8 calcium fluorescence; vehicle wells 0%, saturating PEA agonist 100%; activation, % at 3 µM; hit rate 0.99% among 360,000;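 active = activation above the mean activation of all test compounds in the run plus 3 SD, cut at about 38% in these data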
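Benchmarks: low control DMSO, high control PEA (EC100); System: CHO RD-HGA16 cells carrying human TAAR1 plus Gα16; Detection: Fluo-8 fluorescence, 5 s baseline then 140 s kinetic read; Schedule: 17-24 h plating, Fluo-8 75 min 37 °C, 30 min RT; Read-out basis: % activation from peak over basal fluorescence ratio, DMSO-to-PEA scaled.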
CHO-K1 Ca antag: counter-screen for M1 antagonists: effect in parental CHO-K1 cells. ATP-induced calcium, Fluo-8 fluorescence. hit rate 0.6% among 360,000. inhibition, % at 3 µM;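 active = inhibition above a per-plate cutoff, the plate's mean sample inhibition plus 3 SD, cut at about 24% in these data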;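 note: 0% = DMSO plus EC80 ATP and 100% = DMSO alone without ATP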
Numbers without * were called inactive; . = no result given.

smiles	TAAR1 antagonist	CHO parental Ca	OXTR potentiator	CHO-K1 Ca PAM	TAAR1 agonist	CHO-K1 Ca ag	CHO-K1 Ca antag	CHRM1 antagonist	M1 ag
CCN(CC)Cc1c(-c2ccccc2)[nH]c2ccc(C)cc2c1=O	15	-11	0	8	-3	-0.3	-6	-4	-6
O=C(COc1ccc(S(=O)(=O)N2CCCCC2)cc1)NCC1CCCO1 (stereo not drawn)	14	-4	1	20	0	1.6	-13	-7	-4
COc1ccc(NC(=O)c2ccc(NCCCN3CCOCC3)c([N+](=O)[O-])c2)cc1	3	-17	-6	12	2	5.5	-8	7	-8
COc1ccccc1/C=C/C(=O)OCC(=O)NC1CCCCCCC1	3	-16	4	16	-1	-0.2	-18	2	-6
O=C(N/N=C/c1cccc(O)c1)c1ccc(COc2cccc3cccnc23)cc1	10	-21	-14	7	19	3.9	-9	22	-2
CCOc1ccccc1NC(=S)C(=C([O-])c1ccc2c(c1)OCCO2)[n+]1ccc(CC)cc1	-16	.	.	10	4	-0.1	-2	-9	-8
Cc1cc(C)c(OCC(O)CN2CCN(c3ccccn3)CC2)c(C)c1 (stereo not drawn)	5	-21	-7	18	15	1.4	-4	-5	-7
O=C(Nc1ccc(F)cc1)c1cc2cc(Cl)ccc2[nH]1	12	7	-12	10	5	4.9	4	-1	2
C=CCn1c(SCC(=O)NC2CC2)nnc1-c1cccs1	17	-4	0	0	3	0.6	-6	4	-3
COc1ccc(N(CCC#N)S(=O)(=O)c2cccc3nsnc23)cc1	-23	-12	1	14	1	0.6	-3	25*	-8
Cc1ccc(NC(=O)NCCCN2CCOCC2)cc1	1	-6	3	17	4	0.1	2	-17	-4
Cc1ccc(Cl)cc1NC(=O)CSC(N)=O	-7	-5	-10	6	23	0.0	7	-4	4
CCc1noc(C)c1C(=O)Nc1nc(-c2ccc(Cl)cc2Cl)cs1	16	-21	-11	10	3	0.6	0	20	-10
Cc1ccc(NC2(C#N)C(=O)Nc3ccccc32)cc1 (stereo not drawn)	17	5	1	14	6	1.6	-4	-10	-3
Cc1ccc(S(=O)(=O)N(CCO)Cc2cc3ccc(C)c(C)c3[nH]c2=O)cc1	8	-27	-8	11	5	2.3	-10	-4	-4
Cc1cccc(N=CC=C2OC(C)(C)C(C)(C)O2)c1	-4	-22	-8	14	2	1.5	-6	8	-2
CCCN1CCN(c2nc(-c3cccs3)nc3ccccc23)CC1	-1	-15	-4	19	5	1.6	-11	-7	-7
COc1ccc(C)cc1Nc1n[n+](-c2ccccc2)c(-c2c(Cl)cccc2Cl)s1	-1	38*	-13	.	29	.	.	.	.
Cc1ccc(NC(=S)NN2CCN(C)CC2)c(C)c1	8	-4	-18	-11	5	-0.4	12	9	-5
O=C(NCc1ccccc1Cl)c1ccc(CS(=O)(=O)c2ccccc2)o1	17	-15	-7	10	5	5.0	-14	7	2
O=c1cnn(Cc2ccc(Cl)c(Cl)c2)c2ccccc12	0	-9	-12	24	9	11	-12	-16	3
COCOCCn1cc(CN2CCS(=O)(=O)N(Cc3ccc(-c4ccc(OC)nc4)cc3)C(C)C2=O)nn1 (stereo not drawn)	1	.	.	20	1	0.9	-12	-9	-5
CC12CCC(=O)N1C(C(=O)Nc1nc(-c3ccccc3)cs1)CS2 (stereo not drawn)	-9	-5	-9	-14	1	0.4	6	0	-2
COc1ccc(Cn2nnnc2C(c2ccccn2)N2CCN(c3cc(Cl)ccc3C)CC2)cc1 (stereo not drawn)	-8	-4	-9	-9	10	-0.5	-3	-10	-1
COc1cccc(Nc2ncc(C#N)c(N)n2)c1	-23	1	-5	-11	2	-0.1	1	-1	-4
Cc1sc(NC(=O)c2ccc(Br)s2)c(C(N)=O)c1C	-16	-13	-3	-9	4	-0.6	13	8	1
COc1cc(/C=C/C(=O)O)ccc1OCc1cnc(Cl)s1	-1	-9	4	10	9	-0.6	-2	-2	-4
CCOC(=O)c1nn(-c2ccc(F)cc2)c(=O)c2c(N)scc12	5	-17	-8	20	2	0.1	-4	-6	-6
Cc1[nH]c2ccccc2c1C(=O)/C=C/c1ccccc1	30	-27	-9	23	18	1.9	-12	-12	-2
CCOC(=O)c1cnc2c(Cl)cccc2c1NCCN(C)C	10	1	-11	-5	13	-0.5	8	-11	0
Cc1cccn2c(=O)c3cc(C(=O)NC(C)C)c(=N)n(Cc4ccncc4)c3nc12	-3	-14	-6	18	-1	-0.2	-5	-12	-5
CCOC(=O)c1sc(NNC(=O)c2ccc(C)cc2)nc1C	-12	-1	-14	16	3	4.6	-9	-2	1
CCN(CC)CCOC(=O)/C=C/c1ccccc1OC	9	-4	-7	22	2	-0.3	-11	3	-10
Cc1ccc(NC(=O)Cn2nnc(-c3ccccc3NC(=O)c3cccs3)n2)cc1	22	-18	-5	0	8	0.0	0	-17	-3
Cc1cc(C(=O)NNC(=O)c2ccc(C)s2)c(C)o1	-29	9	-10	13	6	0.8	-4	-16	2
Cc1cc(N2CCN(c3ccc(F)cc3)CC2)nc2cc(O)ccc12	4	4	-8	2	0	0.5	-3	-2	-4
O=C(Nc1ccccc1)c1ccc2c(c1)OCCCO2	-11	0	1	9	0	1.7	-15	1	-3
CCCn1c(C2CC(=O)N(c3cc(OC)ccc3OC)C2)nc2ccccc21 (stereo not drawn)	27	-10	-6	13	7	4.8	-6	-4	-2
C=CCSc1nc(-c2ccc(OC)cc2)c(C#N)c(=O)n1CC=C	14	.	.	24	2	3.2	-15	20	-6
CN(c1ccc(C(=O)NCc2ccncc2)cc1)S(=O)(=O)c1ccc(Cl)cc1	-23	-11	-7	-12	4	3.6	-12	8	-5

One compound at a time, as listed above. Screens in order: TAAR1 antagonist | CHO parental Ca | OXTR potentiator | CHO-K1 Ca PAM | TAAR1 agonist | CHO-K1 Ca ag | CHO-K1 Ca antag | CHRM1 antagonist | M1 ag
Entry for C=CCSc1nc(-c2ccc(OC)cc2)c(C#N)c(=O)n1CC=C → 14 | . | . | 24 | 2 | 3.2 | -15 | 20 | -6
Entry for CCN(CC)CCOC(=O)/C=C/c1ccccc1OC → 9 | -4 | -7 | 22 | 2 | -0.3 | -11 | 3 | -10

Carrying on:
smiles	TAAR1 antagonist	CHO parental Ca	OXTR potentiator	CHO-K1 Ca PAM	TAAR1 agonist	CHO-K1 Ca ag	CHO-K1 Ca antag	CHRM1 antagonist	M1 ag
Nc1nccc(N2CCCCC2)n1	9	.	.	29	1	1.4	-5	0	-6
COc1ccccc1NC(=O)CS(=O)(=O)c1cn(CC(=O)N(C(C)C)C(C)C)c2ccccc12	-12	-26	-3	18	0	0.7	-17	-11	-6
COc1cc(-c2c(C(=O)c3ccccc3)[nH]c(N)c2C(N)=O)ccc1F	8	.	.	-1	5	1.6	9	.	.
O=C(CCN1CCCCC1=O)NC1CCCc2c1cnn2-c1ccccc1F (stereo not drawn)	-11	-9	-11	11	0	0.7	-6	-1	-2
CCN(CC)S(=O)(=O)c1ccc(-c2nnc(SCC(=O)Nc3nnc(C)s3)n2CC)cc1	8	-14	-3	25	5	1.2	-18	-14	-3
Cc1c(NC(=O)Nc2cccc(C(F)(F)F)c2)c(=O)n(-c2ccccc2)n1C	-13	-7	-4	-18	0	-0.3	13	-9	-4
Cc1cccc(N2CCN(C(=O)N3CCCCC3)CC2)c1C	-1	-6	-6	8	7	0.1	-17	-12	-1
CCOc1ccc(NC(=O)c2ccc(NC(=O)C3CCCO3)cc2)cc1 (stereo not drawn)	-7	16	-8	7	4	3.8	-5	-5	-3
COc1cc(/C=C/C(=O)O[C@H]2[C@H](O[C@@H]3O[C@@H](C)[C@H](O)[C@@H](O)[C@H]3O)[C@@H](O)[C@H](OCCc3ccc(O)c(OC)c3)O[C@@H]2CO)ccc1O	-9	-17	-6	-5	12	-0.1	5	-3	-1
CC(C)C[C@@H](CNCC(=O)[C@H](Cc1c[nH]c2ccccc12)NC(=O)c1[nH]cnc1C(=O)N[C@@H](C)CN)NC(=O)c1nc[nH]c1C(=O)N[C@@H](CC(=O)O)C(=O)O	2	.	.	23	0	-0.2	-4	-11	1
Cc1c(Cl)cccc1NC(=O)CNC(=O)c1cn(-c2ccccc2)nc1-c1cccnc1	-15	-31	-4	-3	-1	-1.0	-16	-5	-5
CCOC(=O)c1oc2ccccc2c1COC(=O)CNC(=O)c1ccccc1	-1	-15	-6	-3	-2	1.3	-1	2	-5
O=C(NCc1ccc(N2CCCC2=O)cc1)NC1CCCCC1	-20	-11	-12	21	5	0.3	-16	-6	-5
CC(C)CNS(=O)(=O)c1ccc(CCC(=O)NCc2ccncc2)cc1	2	-9	-1	3	4	-0.1	-9	0	-8
Cc1ccc(C)c(CNS(=O)(=O)c2c(C)[nH]c(C)c2C(=O)N2CCCCC2)c1	-20	-22	5	-18	2	0.6	-3	0	0
CC(Sc1ccc(S(=O)(=O)N2CCCC2)cn1)C(N)=O (stereo not drawn)	0	-4	0	0	7	1.2	-11	1	-3
COC(C[C@H]1O[C@H]1C(=O)[C@@H](C)OCc1ccccc1)OC	2	6	-10	7	20	0.1	-8	-3	0
COc1ccc2c(c1)CC(C)C/C2=N\NC(=O)c1ccco1 (stereo not drawn)	15	9	-2	33	-2	0.7	-16	-12	2
Cc1nn(Cc2c(F)c(F)c(F)c(F)c2F)c(C)c1NC(=O)c1nn(C)cc1[N+](=O)[O-]	4	-16	-11	8	12	3.5	-4	-4	2
N#Cc1ccsc1NC(=O)CN1CCCCCC1	-2	-14	-11	-1	0	-0.3	6	-16	-3
O=C(NNC(=O)c1csc(-c2cccnc2)n1)c1ccccc1	-18	-5	-12	0	-1	4.9	-4	2	-2
CC(Sc1ccc(Cl)cc1)C(=O)NNC(=O)c1ccco1 (stereo not drawn)	9	-13	1	-4	0	0.2	-16	-10	-1
COc1cccc(NC(=O)C2C3C=CC4(O3)C2C(=O)N(C(C)C)C4C(=O)NC2CCCCC2C)c1 (stereo not drawn)	3	1	-8	0	3	-0.3	6	-10	-2
O=S(=O)(NCC1CCCO1)c1ccc(S(=O)(=O)N2CCCC2)cc1 (stereo not drawn)	7	-6	0	20	4	1.4	-27	3	-12
